HepG2 tox – qHTS for Inhibitors of TGF-b: Cytotox Counterscreen; HepG2 CAGA-GFP viability, ATP luminescence, 18 h; Potency, µM (doses to about 46.1 µM), inactives show top-dose activity change, negative = cytotoxicity, most hits filed as cytotoxic; hit rate 0.76% among 410,000; AID 588856, 2011; further: potency means the concentration at half of the fitted maximal effect; some results filed as inactive show a strong effect at the top dose
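HepG2 CAGA-GFP cells (1000/well, DMEM with 1% FBS) received compound, then TGF-beta at 500 pg/mL final, and were incubated 18 hours at 37 degrees C. Viability was read by CellTiter-Glo luminescence. Media-only wells were set as complete cell-killing and DMSO as no toxicity.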
Nrf2 block – Nrf2 qHTS screen for inhibitors | hit rate 2.1% among 360,000 | AID 504444, 2011 | Potency, µM (titrated, usually from 46 µM), without a hit: top-dose activity change, negative = inhibition, hits mostly inhibitors | A549 ARE-Fluc reporter, luciferase luminescence, 18-24 h; further: potency means the concentration at half of the fitted maximal effect; on the % scale 0 is the no-effect control and ±100 the full control effect; nearly all actives have a fitted effect of over 60% in size
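Quantitative HTS in A549 cells stably bearing an antioxidant response element-firefly luciferase construct. Inhibition of Nrf2-driven transcription was scored by luminescence after 18-24 h of compound exposure at 37 °C.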
Abeta yeast res – qHTS for compounds that reverse cellular toxicity of Amyloid beta (A-beta) peptide in yeast: Primary Screen. Potency, µM (top dose mostly 46.1 µM), for the others: top-dose growth rescue, actives largely listed as activators. AID 1347071, 2019. hit rate 0.063% among 410,000. yeast expressing A-beta42, growth rescue, OD600, 48 h; response scale: 0% DMSO, 100% iron-clioquinol control; further: potency means the concentration at half of the fitted maximal effect; nearly all actives have a fitted effect of over 55% in size
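Yeast growth medium received pinned compounds, then yeast cells expressing toxic A-beta were added; plates incubated at 30 C for 48 hr. Growth read as absorbance at 600 nm, normalized to DMSO and equimolar FeCl3 plus clioquinol controls.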
TGFb SMAD3 inh – qHTS for Inhibitors of TGF-b; HepG2 CAGA-GFP TGF-b/SMAD3 reporter, GFP fluorescence, 18 h; TGF-beta stimulated, 500 pg/mL final; Potency, µM (highest dose often 46.1 µM), for the others: top-dose activity, negative = inhibition, most hits filed as inhibitors; hit rate 1.2% among 410,000; AID 588855, 2011; further: potency means the concentration at half of the fitted maximal effect; on the % scale 0 is the no-effect control and ±100 the full control effect; nearly all actives have a fitted effect of over 65% in size
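GFP signal (ex488/em500-530) from TGF-beta-stimulated HEPG2 CAGA-GFP cells, 500 pg/mL final, 18 h at 37 degrees C in DMEM plus 1% FBS, normalized to unstimulated and DMSO-stimulated controls.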
CCT modulator – High-Throughput Screening for Modulators of Cytosolic Chaperonin Activity; AID 651819, 2012; hit rate 0.3% among 360,000; activity change, % (concentration not given with the values), hits read low; purified chaperonin ATPase assay, HTRF ADP detection, 30 min; in the data active means activity change below about -30%; further: on the % scale 0 is the no-effect control and ±100 the full control effect
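TRiC at 40 or 20 nM final (batch-dependent) in 30 mM Tris pH 7.4, 100 mM KCl, 5 mM MgCl2, 1 mM DTT, with compound at single 76 uM and 10 uM ATP, 30 min at 37 deg C. ADP detected by HTRF Transcreener, 665/615 ratio.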
A549 tox – Nrf2 qHTS screen for inhibitors: counterscreen for cytotoxicity. A549 ARE-Fluc cells, CellTiter-Fluor viability, 18-24 h. Potency, µM (titrated, usually from 46 µM), inactives show at the highest dose activity change, negative = cytotoxicity, usual class: inhibitors. AID 504648, 2011. hit rate 0.16% among 390,000; further: potency means the concentration at half of the fitted maximal effect; on the % scale 0 is the no-effect control and ±100 the full control effect
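A549 ARE-Fluc cells in 5% FBS OPTI-MEM, 5000 cells/well, rested 2 h then exposed to compounds in concentration-response for 18-24 h at 37 °C. Viability by CellTiter-Fluor fluorescence (Ex 405/Em 525) after 30 min; luciferase luminescence (BugLite, 15 min, RT) read afterwards.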
MmCpn inh – Inhibitors of TCP-1 ring complex (TRiC) of Methanococcus maripaludis (MmCpn): qHTS. Chaperonin Mm-Cpn (Methanococcus maripaludis). purified Mm-Cpn ATPase, ADP Transcreener TR-FRET. Potency, µM (top dose mostly 76.9 µM), without a hit: at the top dose activity, negative = inhibition, most hits filed as inhibitors. hit rate 0.031% among 330,000. AID 504842, 2011; further: potency means the concentration at half of the fitted maximal effect; on the % scale 0 is the no-effect control and ±100 the full control effect; nearly all actives have a fitted effect of over 80% in size
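ATPase turnover read by TR-FRET ADP competition (Eu cryptate antibody/ADP-d2, 665/590 nm): 10uM ATP final, 25nM Mm-CPN final, 30 min 37degC after 10-min compound preincubation, pH 7.4 Tris/KCl/MgCl2/DTT buffer.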
Nrf2 ARE act – qHTS of Nrf2 Activators; hit rate 0.31% among 410,000; Potency, µM (series often up to 46.1 µM), without a hit: top-dose activation, actives largely listed as activators; AREc32 ARE-luciferase reporter (MCF7-derived line), luminescence, 24 h; AID 624171, 2012; further: potency means the concentration at half of the fitted maximal effect; % of control where 0% means no effect; nearly all actives have a fitted effect of over 65% in size
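AREc32 cells carrying an ARE-driven firefly luciferase, 1000 cells/well in OPTI-MEM with 5% FBS, dosed after overnight attachment and incubated 24 hr at 37 deg C. Steady-Glo luminescence read after 30 min at RT.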
pAkt inh – HTS Assay for Inhibitors of Akt Phophorylation: Primary Screen | hit rate 0.32% among 360,000 | activity change, % for hits at 50 µM | Neuro2A IGF-stimulated pAkt S473 HTRF, 20 min; stronger effect = lower value; in the data active means activity change below about -80%; inconclusive means mostly about -51% to -80%; further: on the % scale 0 is the no-effect control and ±100 the full control effect
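Neuro2A cells in DMEM with 0.5% FBS, overnight at 37 deg C, given compound at single 50 µM final, then IGF (6 nM final) for 20 min at 37 deg C. Lysed; phospho-Akt Ser473 by HTRF after 24 h, 665/615 ratio.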
An asterisk follows results filed as active; i = inactive; ? = inconclusive; . = not tested or not shown; & = joins results of further samples; [ ] = remark or other dose. Unless noted, the call rests on the fitted dose curve; in most records, active means well fitted curve in the direction sought with a large enough effect; inconclusive means small, poorly fitted or top-dose-only effect, or another doubt; inactive means no such curve, though single readings can be large; an effect the other way counts as inactive or inconclusive.

SMILES | Nrf2 block | pAkt inh | Abeta yeast res | Nrf2 ARE act | CCT modulator | A549 tox | TGFb SMAD3 inh | MmCpn inh | HepG2 tox
Cc1ccc(Nc2c3c(nc4nc(-c5cccs5)nn24)CCCC3)cc1F | . | . | 6% | 5.4% | . | -3% | ? | . | -5%
C#CCNC(=O)C1=C[C@H](c2cn(C(C)=O)c3ccccc23)[C@@H](CCCO)[C@H](OCC)O1 | 0% | i | -15% | -0.1% | 1.0 | -1% | 5% | . | -3%
O=C(NC(=S)N(CCCCO)C1CCCCC1)c1sc2ccccc2c1Cl | 12µM* | i | -6% | 19% | -1.4 | ? | ? | -9% | -28%
CC1CCN(S(=O)(=O)c2ccc3c(c2)N(CC(=O)NCc2cccnc2)C(=O)CS3)CC1 | 2% | i | -6% | 0.1% | 1.5 | -4% | -8% | 1% | -2%
CC1CC(C)CN(C(=O)Cn2c(=O)c3cccn3c3cccnc32)C1 (stereo unspecified) | -1% | i | 2% | 1.3% | 1.2 | -1% | 0% | -3% | -2%
CCN(C[C@H]1N[C@@](CC)(C(=O)OC)[C@H]2C(=O)N(C)C(=O)[C@@H]12)S(=O)(=O)c1ccc(OC(F)(F)F)cc1 | -17% | i | -9% | 0.3% | -1.1 | 3% | 9% | 1% | -11%
O=C(O)C1=C2C(=O)Nc3cccc(c32)C2(C1)C(=O)Nc1ccccc12 (stereo unspecified) | . | i | -6% | 0.5% | 2.0 | . | -13% | . | -17%
Cc1ccc(CNC(=O)Cn2c(SCC(=O)Nc3ccc(F)cc3)nc3ccccc32)cc1 | . | . | -6% | -1.4% | . | ? | ? | . | 7.1µM*
CCc1ccc(CN(C)C(=O)c2cc(COc3c(F)cccc3F)on2)cc1 | 11% | i | -4% | 0.2% | -0.4 | 11% | -6% | -2% | 6%
CC(Sc1ccc(S(=O)(=O)N2CCCCC2)cn1)C(N)=O (stereo unspecified) | . | i | -3% | 0.0% | 2.0 | . | 15% | . | 5%
COc1ccc2nc3sc(C(=O)N4CCN(C)CC4)cc3cc2c1 | 15% | i | -10% | 4.6% | 0.2 | 15% | -4% | -4% | 8.9µM*
O=C(CSc1cccc[n+]1[O-])Nc1ccccc1Oc1ccccc1 | -3% | i | -57%[inhibitor] | 26% | -0.6 | 0% | ? | -1% | -22%
CCC1CC(C(=O)O)CC(=O)N1 (stereo unspecified) | . | i | -7% | 0.3% | 0.3 | . | 16% | . | 3%
CC(=O)Nc1ccc(NC(=O)CCc2c(C)nc3c(c(C)nn3-c3ccc(C)cc3)c2C)cc1 | -22% | . | -11% | 4.2% | . | -14% | . | . | 2%
CCc1ccc(Nc2cc(C(=O)NCCCN(C)c3ccccc3)c3ccccc3n2)cc1 | . | . | -18% | -0.7% | . | ? | ? | . | -14%
Cc1cccc(C)c1NC(=S)N(Cc1ccccc1)Cc1cccs1 | 8% | i | 26% | 0.1% | 2.0 | -6% | -14% | 1% | -4%
O=C(COC(=O)Cn1cnc2ccccc2c1=O)NCc1ccccc1Cl | 0% | i | -2% | 0.3% | 1.1 | -4% | -8% | 2% | -3%
Cc1ccc(-c2nnc(SCc3ccccc3C#N)o2)cc1 | ? | . | -7% | 0.6% | . | -10% | 9% | . | -2%
NC(=O)c1cc(-c2ccccc2)nc2ccc(Br)cc12 | -20% | i | -5% | 0.2% | -0.8 | 0% | 21% | -9% | 9%
CCOC(=O)n1n[n+]([O-])c2ccccc21 | -7% | i | -11% | -0.9% | -2.2 | 5% | -10% | 0% | -16%
CCCCOc1ccc(S(=O)(=O)N2CCN(c3ccccc3OCC)CC2)cc1 | 7% | . | -2% | -0.5% | . | 2% | -21% | . | 2%
CC(O)c1ccc2c(c1)OCCOCCN(C)CCOCCO2 (stereo unspecified) | . | i | 15% | -0.1% | -2.2 | -5% | 6% | -2% | 1%
O=C(CSc1nc(-c2ccccc2Cl)ns1)Nc1ccc2c(c1)OCO2 | -12% | i | 1% | -0.6% | -0.3 | 1% | ? | 0% | -5%
CCOc1ccccc1Nc1ncccc1C(=O)O | 7% | i | 5% | -0.5% | -0.4 | -9% | -6% | -1% | 6%
COc1ccc(CN(CC(=O)NCc2ccc(F)cc2)C(=O)c2ccco2)cc1 | 0% | i | -3% | 0.0% | -2.1 | 1% | 4% | -1% | 7%
Cc1ccc(NS(=O)(=O)c2cc3c(cc2C)NC(=O)CO3)cc1 | -17% | i | 5% | 0.2% | 0.3 | -10% | -10% | 2% | -21%
NC(=O)c1ccsc1NC(=O)COC(=O)CSc1ccc(Cl)cc1 | 0% | i | -17% | 0.2% | 0.6 | 9% | 15% | -3% | 0%
Cc1ccc(Cc2c(C3CCCCC3)nc3ccc(Cl)cn23)cc1 | . | i | 14% | 7.4% | 0.0 | . | ? | . | -24%
Cc1ccc(SCc2nn(C)c(Cl)c2C=O)cc1 | ? | i | -8% | 10% | 1.5 | -2% | 14% | -4% | 4%
O=C(N/N=C/c1ccccc1C(=O)O)C(=O)N1CCCCC1 | 16% | i | -6% | 0.1% | 0.5 | 2% | 9% | 1% | 2%
O=S(=O)(Nc1ccc(Cl)c(Cl)c1)N1CCOCC1 | -10% | i | 36% | 0.2% | -2.1 | 5% | 0% | -28% | 2%
COc1ccccc1NC(=O)c1ccc(NC(=O)c2nc3nccc(C)n3n2)cc1 | ? | i | 1% | 0.3% | 0.0 | 0% | 8% | 1% | 5%
CC(OC(=O)CCc1c[nH]c2ccccc12)C(=O)c1ccccc1 (stereo unspecified) | 16% | i | 0% | -0.2% | -5.4 | 2% | 18% | -9% | -16%
O=C(CN1CCN(S(=O)(=O)c2ccc(Br)cc2)CC1)N/N=C/c1ccc(Br)s1 | ? | i | 13% | 4.1% | -0.5 | -25% | -2% | -3% | -10%
CCn1c(=N)n(CCO)c2ccccc21 | . | i | -9% | 0.0% | -6.1 | -3% | ? | -3% | -2%
CCSCc1nnc(SCC(=O)Nc2cccc(C(C)=O)c2)n1C | -7% | i | 1% | 0.1% | 1.2 | 9% | -5% | -2% | -20%
CCOC(=O)c1cnc2c(ccc3ccccc32)c1NCCCN(C)C | 10% | i | 3% | 16% | -2.0 | -4% | ? | 2% | -38%
O=C(NCCN1C(=O)S/C(=C\c2ccccc2F)C1=O)C1CC(=O)N(Cc2ccccc2)C1 (stereo unspecified) | 1% | i | -1% | 3.8% | 0.8 | -5% | -19% | 2% | -8%
CCOc1ccc(NC(=O)CN(C)C(=O)c2ccc3nc(CC)c(CC)nc3c2)cc1OCC | -6% | i | -3% | 0.2% | -5.0 | -4% | 0% | -2% | -29%
CSc1cccc(NC(=O)c2cnccn2)c1 | . | i | 8% | 2.2% | -2.9 | 6% | 1% | 0% | 3%
CCCC(=O)N(c1ccc2oc(=O)sc2c1)S(=O)(=O)c1ccccc1 | ? | i | 25% | 9.4% | -1.0 | -14% | -21% | -1% | -29%
Cc1ccc(N2CCN(C(=O)c3cn(C)c4ccc(S(=O)(=O)N5CCC(C)CC5)cc4c3=O)CC2C)cc1 (stereo unspecified) | -1% | . | -7% | 0.3% | . | 15% | ? | . | -19%
O=S1(=O)[C@H]2C[C@@H]3C=C[C@@]2(CN1Cc1ccc(Cl)cc1)O3 | 13% | i | -5% | 3.7% | -0.5 | 0% | -3%&-1% | 1% | -19%&7%
C/C(N)=C(/C#N)C(=O)CSc1ccc2c(c1)OCCO2 | . | i | -2% | 2.9% | -3.3 | 6% | 23% | -1% | 9%
O=C(NCc1ccc2c(c1)OCO2)C1CCCN(S(=O)(=O)c2cccnc2)C1 (stereo unspecified) | -2% | i | 0% | 2.9% | -2.2 | 4% | 2% | 1% | -12%
O=C(CSc1ccc(Br)cc1)N1CCN(C(=O)c2ccco2)CC1 | 1% | i | -22% | 2.2% | -1.0 | 8% | -13% | -9% | 8%
Cc1ccc(C(=O)N/C(=C\c2cccs2)C(=O)N2CCCCCC2)cc1 | -7% | i | 25% | 2.3% | -5.2 | -1% | -3% | 1% | -18%
CCN1C[C@@H]2[C@@H]3C(=O)N(C)C(=O)[C@@H]3[C@](C)(C1=O)N2C(=O)c1ccc(F)cc1 | -11% | i | -4% | -0.8% | 0.7 | 0% | 9% | . | 7%
Cc1ccc(NC(=O)COC(=O)Cc2ccsc2)c(C)c1 | 0% | i | 15% | -0.1% | 3.6 | 7% | 3% | -14% | 4%
Fc1ccc(NC(=S)N2CCCCC2)cc1 | 1% | i | 8% | 0.6% | -3.4 | 1% | 1% | 4% | 12%
COC(=O)N(C)C[C@@H]1OCc2cn(nn2)CCCC(=O)N([C@H](C)CO)C[C@H]1C | . | i | -6% | -0.4% | 1.4 | . | 3% | . | -9%

From PubChem
